Assay outcomes as filed in PubChem.
KLK7 zymogen act – proKLK7 zymogen activators, primary screen, biochemical, fluorescence intensity. purified proKLK7, EDANS-DABCYL substrate fluorescence; 100% is mature enzyme control, 0% vehicle. activation, % at 7 µM. hit rate 0.9% among 370,000;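 active means activation above the mean of all tested compounds plus 3 SD, computed per campaign excluding outliers beyond control limits, cut at about 13% in these data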
Target sequence (P49862 whole entry, looked up): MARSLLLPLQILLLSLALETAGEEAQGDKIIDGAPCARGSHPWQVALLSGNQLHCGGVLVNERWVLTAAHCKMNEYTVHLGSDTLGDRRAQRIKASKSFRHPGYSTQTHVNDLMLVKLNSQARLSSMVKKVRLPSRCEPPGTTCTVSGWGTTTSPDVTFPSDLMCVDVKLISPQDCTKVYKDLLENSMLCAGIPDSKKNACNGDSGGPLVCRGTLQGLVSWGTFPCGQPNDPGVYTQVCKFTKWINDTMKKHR
PLC-gamma1 inh – PLC-gamma1 enzyme inhibitors, primary screen, biochemical, fluorescence, purified enzyme. fluorogenic substrate. hit rate 0.84% among 370,000. inhibition, % at 12.2 µM. AID 720700, 2013. 1-phosphatidylinositol 4,5-bisphosphate phosphodiesterase gamma-1 (Homo sapiens), P19174; in the data active means inhibition above about 9.5%
Tn7 DDE FP – inhibitors of Tn7 peptide binding to fibrin DD(E), primary screen, biochemical, fluorescence polarization, human fibrin, Tn7 probe. FP displacement of FITC-Tn7 peptide from fibrin DD(E); 0% = median of compound wells per plate. inhibition, % at 8.3 µM. hit rate 0.13% among 370,000. Fibrinogen beta chain (Homo sapiens), P02675;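 active means inhibition above the mean of compounds falling within the control limits plus 3 SD of them, cut at about 14% in these data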;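 further: 0% = plate median of compound wells and 100% = 10 µM Aha-Tn7 peptide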
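Assay system: human fibrin DD(E) protein / Input: 2 µM fibrin DD(E) / Benchmarks: high control of 10 µM Aha-Tn7 peptide / Measured by: fluorescence polarization of the labelled Tn7 tracer / Medium: Tris buffer with calcium and detergent, pH 7.8 / Timing: 10 min compound pre-incubation, 3 h probe incubation at room temperature / Repeats: one replicate per compound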
sPLA2-III inh – human group III sPLA2 inhibitors, primary screen, biochemical, QFRET, BODIPY PC-A2 liposome substrate. Group 3 secretory phospholipase A2 (Homo sapiens), Q9NZ20. QFRET BODIPY PC-A2 liposome hydrolysis, fluorescence. inhibition, % at 12.2 µM. hit rate 0.56% among 370,000;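 active means inhibition above mean plus 3 SD of compounds lying within the high and low control bounds, cut at about 19% in these data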;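 further: 0% = median of test compound wells and 100% = no enzyme DMSO wells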
UHRF1 MBD2 ctr – UHRF1 methylated DNA binding inhibitors, primary screen, counter-screen for MBD2 inhibitor project, biochemical, TR-FRET, human UHRF1, single concentration | hit rate 0.75% among 370,000 | inhibition, % at 4.4 µM | E3 ubiquitin-protein ligase UHRF1 (Homo sapiens), Q96T88 | UHRF1 binding to methylated oligo | AID 687016, 2013; in the data active means inhibition above about 21%;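 further: UHRF1 SRA domain binding a hemimethylated CpG hairpin DNA probe; 0% = median of test compound wells and 100% = reference inhibitor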
NR1D1 modulator – modulators of Rev-erb alpha DNA binding, primary screen, biochemical, FITC-DNA, fluorescence polarization, uHTS | Rev-erbα–FITC-DNA binding, 90 min | activity, % at 10 µM | hit rate 0.79% among 370,000;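 active means activity above about 14%, limit read from the data; passing the limit was not always enough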;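 further: 0% = DMSO wells with 35 nM protein and 100% = DMSO wells with 750 nM protein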
Target sequence (P20393 whole entry, looked up): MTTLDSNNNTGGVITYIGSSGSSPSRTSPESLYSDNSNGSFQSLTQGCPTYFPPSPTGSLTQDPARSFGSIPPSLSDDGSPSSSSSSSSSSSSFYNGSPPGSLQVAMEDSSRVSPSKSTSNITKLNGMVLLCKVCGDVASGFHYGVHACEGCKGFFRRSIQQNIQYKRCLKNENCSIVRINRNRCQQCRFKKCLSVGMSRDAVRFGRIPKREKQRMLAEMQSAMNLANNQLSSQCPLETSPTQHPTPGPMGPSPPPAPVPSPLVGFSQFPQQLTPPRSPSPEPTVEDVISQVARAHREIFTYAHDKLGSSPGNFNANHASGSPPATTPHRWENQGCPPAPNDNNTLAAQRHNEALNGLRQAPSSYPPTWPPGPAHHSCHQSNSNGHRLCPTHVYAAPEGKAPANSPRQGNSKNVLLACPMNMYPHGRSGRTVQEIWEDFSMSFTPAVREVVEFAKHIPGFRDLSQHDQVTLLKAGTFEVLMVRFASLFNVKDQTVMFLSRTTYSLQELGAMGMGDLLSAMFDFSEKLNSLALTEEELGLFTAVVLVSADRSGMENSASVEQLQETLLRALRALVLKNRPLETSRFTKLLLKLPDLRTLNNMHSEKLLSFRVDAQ
ASAP1 GAP inh – inhibitors of human ASAP1 ArfGAP activity, primary screen, biochemical, fluorescence polarization; ASAP1-stimulated ARF1 GTP hydrolysis, GDP FP detection; inhibition, % at 16.5 µM; hit rate 0.19% among 360,000; in the data active means inhibition above about 25%;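 further: 0% = vehicle with enzyme and substrate and 100% = no enzyme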
ARFGAP1 inh – inhibitors of rat ARFGAP1 GAP activity, primary screen, biochemical, fluorescence polarization, GDP tracer; ADP-ribosylation factor GTPase-activating protein 1 (Rattus norvegicus), Q62848; Arfgap1-stimulated ARF1 GTP hydrolysis, GDP FP detection; inhibition, % at 16.5 µM; hit rate 0.26% among 360,000; AID 651572, 2012;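 active means inhibition above a per-plate limit, mean inhibition of low control wells plus 3 SD, cut at about 25% in these data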;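 further: 0% = DMSO wells with enzyme and 100% = wells lacking Arfgap1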
Target sequence (Q62848 1-136 limits assumed): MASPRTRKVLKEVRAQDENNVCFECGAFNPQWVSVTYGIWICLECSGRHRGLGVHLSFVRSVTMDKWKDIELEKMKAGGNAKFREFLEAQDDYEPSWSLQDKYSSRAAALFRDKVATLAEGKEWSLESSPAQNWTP
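Assay system: purified rat His6-Arfgap1 residues 1-136 (GAP domain); Reagent: human Δ17 ARF1 bound to GTP; Dosing: 16.5 µM single point, 1.26% DMSO; Times: GTP hydrolysis reaction 2 h at 25 °C; Signal: FP, GDP Alexa 633 tracer displaced from anti-GDP antibody, 620/688 nm; Measure: % inhibition from polarization.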
Tn6 DDE FP – inhibitors of Tn6 peptide binding to fibrin DD(E), primary screen, biochemical, fluorescence polarization, human fibrin, Tn6 probe; Fibrinogen beta chain (Homo sapiens), P02675; inhibition, % at 8.3 µM; hit rate 0.21% among 370,000; Fibrin DD(E) TRITC-Tn6 fluorescence polarization displacement;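 active means inhibition above a per-campaign cutoff: mean of compounds within control limits plus 3 SD, cut at about 15% in these data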;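 further: 0% = median of all compound wells on the plate and 100% = blocking peptide control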
PLCb3 inh – human PLC-beta3 inhibitors, primary screen, biochemical, fluorescence. hit rate 0.18% among 370,000. 1-phosphatidylinositol 4,5-bisphosphate phosphodiesterase beta-3 (Homo sapiens), Q01970. inhibition, % at 12.2 µM. Purified PLC-beta3, fluorogenic substrate; in the data active means inhibition above about 11%;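 further: 0% = median of compound wells on plate and 100% = full blocker control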
An asterisk follows results filed as active; / = no result given; & = joins results of further samples.

SMILES	KLK7 zymogen act	PLC-gamma1 inh	Tn7 DDE FP	sPLA2-III inh	UHRF1 MBD2 ctr	NR1D1 modulator	ASAP1 GAP inh	ARFGAP1 inh	Tn6 DDE FP	PLCb3 inh
CN(C(=O)C1CCC(=O)N(Cc2ccccc2F)C1)C1CCOCC1 (centres undefined)	0.1	1	4	3	0	2	7	7	0	-9
COc1ccc(C(O)c2nc(-c3ccc4c(c3)OCO4)cs2)cc1 (centres undefined)	-0.4	-3	0	-4	3	-7	-1	-3	-7	-7
CCOc1ccc2nc(N/C(N)=N/S(C)(=O)=O)nc(C)c2c1	2.4	-9	2	8	4	7	-5	-2	0	-21
Cc1nc(N2CCN(S(=O)(=O)c3cccs3)CC2)c2c(-c3ccccc3)c(C)sc2n1	0.5	-1	5	1	1	3	-13	-16	0	-3
Cc1cc(C(=O)Nc2nc3c(s2)CCCC3)no1	-0.3	1	8	-2	-1	2	-17	5	3	0
C[C@H](CO)N1C[C@H](C)[C@@H](CN(C)C(=O)NC2CCCCC2)Oc2ccc(NC(=O)c3ccncc3)cc2C1=O	-0.2	2	-2	0	1	-5	-5	-6	3	-1
CC(=O)Nc1cc(-c2ccc(N3CCN(C)CC3)cc2)cn2c(-c3cccc(C(C)=O)c3)cnc12	1.2	-97	-2	-9	5	1	54*	38*	-10	-132
CCC(SCC(=O)OC)C(=O)Nc1nnc(C(C)C)s1 (centres undefined)	0.5	4	-1	3	0	-1	7	7	6	0
O=C(O)/C=C\C(=O)Nc1ccccc1C(=O)NC1CCCCC1	2.1	-96	-9	7	-1	2	6	18	3	-101
COc1ccc(C2CC2C(=O)c2ccccn2)cc1 (centres undefined)	0.0	2	-7	3	-2	-2	12	0	0	1
CCOc1cc(Cl)c(S(=O)(=O)NCc2cccnc2)cc1Cl	0.8	4	-6	0	4	-2	9	7	-4	4
Cc1ccc(C)c2[nH]c(=O)c(CCNC(=O)CC(C)(C)C)cc12	0.3	0	6	6	1	-3	4	7	8	0

ASAP1 GAP inh: hit marks shown above.
SMILES,KLK7 zymogen act,PLC-gamma1 inh,Tn7 DDE FP,sPLA2-III inh,NR1D1 modulator,ASAP1 GAP inh,ARFGAP1 inh,Tn6 DDE FP,PLCb3 inh
CC(=O)Nc1cc(-c2ccc(N3CCN(C)CC3)cc2)cn2c(-c3cccc(C(C)=O)c3)cnc12,1.2,-97,-2,-9,1,54*,38*,-10,-132

Part of the list above, showing only PLC-gamma1 inh.
compound | PLC-gamma1 inh
O=C(O)/C=C\C(=O)Nc1ccccc1C(=O)NC1CCCCC1 | -96
CCOc1ccc2nc(N/C(N)=N/S(C)(=O)=O)nc(C)c2c1 | -9

Next section:
SMILES	KLK7 zymogen act	PLC-gamma1 inh	Tn7 DDE FP	sPLA2-III inh	UHRF1 MBD2 ctr	NR1D1 modulator	ASAP1 GAP inh	ARFGAP1 inh	Tn6 DDE FP	PLCb3 inh
CC1Cc2ccccc2N1C(=O)COC(=O)CCc1nc2ccccc2c(=O)[nH]1 (centres undefined)	0.4	-1	1	-8	-1	5	-10	-1	1	-2
c1ccc(-c2cc3c(ccc4nonc43)nn2)cc1	0.0	-2	7	-2	-2	4	-3	2	-1	0
Cc1cc(-c2nnc(SCC(=O)Nc3ccccc3C(F)(F)F)o2)c(C)n1-c1ccccc1	0.0	1	-1	-10	-1	5	7	1	0	3
COc1ccccc1N1CCN(C(=O)CN(Cc2ccccc2)S(C)(=O)=O)CC1	0.1	0	0	0	1	-4	7	9	3	0
CN(C)CCN(Cc1ccccc1)C(=O)[C@H](Cc1ccccc1)N1C(=O)c2ccccc2C1=O	-0.1	-4	-1	11	3	1	5	0	3	-4
Cc1csc(NC(=O)CCn2c(=O)oc3ccc(Cl)cc32)n1	0.1	4	5	1	2	0	12	14	-2	-7
O=C(COC(=O)Cc1ccc(Cl)cc1)Nc1ccc2[nH]c(=O)[nH]c2c1	-0.4	2	-3	2	-2	-1	6	3	3	-5
CC(OC(=O)c1cccc(NS(C)(=O)=O)c1)C(=O)Nc1ccc(N2CCOCC2)cc1 (centres undefined)	-0.2	-1	9	-4	1	2	-12	2	-5	0
CCOc1ccc(C2N(c3ccc(OC)cc3)C(=O)C3CCCN32)cc1OC (centres undefined)	-0.2	2	7	-4	1	-4	8	12	-2	4
COC(=O)c1ccccc1NC(=O)c1sc(Cl)nc1C	-0.1	1	3	11	-1	-2	0	5	11	0
CCOC(=O)C1=C(C)NC(C)=C(C(=O)OCC)C1C(=O)OCC(=O)NC(C)C	2.3&2.9	-55&-72	-3&1	3&-2	0&-3	3&1	0&0	-16&9	-1&1	-84&-90
N/C(=N\OC(=O)CCCc1ccccc1)c1ccc([N+](=O)[O-])cc1	0.1	0	1	4	1	-4	-4	5	-1	-3
Cc1cc(C(=O)c2ccccc2)c(NC(=O)CN2CCOCC2)s1	0.2	-2	-1	10	1	3	-6	3	2	1
CCn1cc(Br)c(-c2nc3ccccc3c(=O)n2N)n1	-0.3	-2	-3	-1	2	5	8	-1	-4	4
CCOC(=O)[C@]12CCCC=C1N(Cc1ccc(Cl)cc1Cl)C(=O)[C@H](CC(=O)NCc1ccccc1)C2	0.1	-1	-1	-5	-5	4	9	-6	5	1
Cc1ccccc1C(=O)NNC(=O)/C=C/c1ccccc1	-0.1	3	-7	1	-1	3	-10	-5	3	-1
CC(OC(=O)C1=COCCO1)C(=O)NC1(C#N)CCCCC1 (centres undefined)	0.1	0	-3	-9	-2	6	6	6	0	1
CC(C)OC(=O)c1ccc(Cn2nnc3ccccc3c2=O)cc1	0.8	2	-6	-1	3	-1	1	5	-1	-1
CCN(c1cccc(C)c1)S(=O)(=O)c1csc(C(N)=O)c1	-0.5	5	-9	-2	-3	3	15	12	0	-3
CCn1c(SCCN2CCOCC2)nc2c1c(=O)n(C)c(=O)n2C	0.2	4	-5	9	3	-5	3	2	-2	-4
COC(=O)CN(c1ccc(OC)cc1)S(=O)(=O)c1ccc(OC)c(OC)c1	0.3	2	0	-2	0	-4	4	1	1	0
CC(=O)Nc1ccc(SCc2c(C)noc2C)cc1	-0.4	0	1	-2	1	-4	2	14	-11	-5
Cc1cc(Cl)ccc1NC(=S)NCCCN1CCCC1=O	-0.7	3	0	0	0	-1	-9	0	3	3
O=C(NCCc1cccs1)c1ccc(CS(=O)Cc2cccc(Cl)c2)o1 (centres undefined)	-0.1	-1	-4	-6	1	3	-7	3	6	4
CCOc1cccc(CNn2cnnc2)c1OCc1ccccc1	-0.5	-2	3	1	0	-4	-7	-8	3	1
Cc1cc(NC(=O)CCC(=O)N(c2ccccc2F)C(C(=O)NC2CCCC2)c2ccccc2)no1 (centres undefined)	-0.2	1	4	4	1	-2	-5	3	8	-5
CN[C@H]1C[C@H]2c3[nH]c4cccc(-c5cccc(C)c5)c4c3CCN2C(=O)[C@H]1[C@H](C)O	-4.2	-113	4	-2	-3	4	/	/	5	-155
COc1ccc(C2CC(=O)N3CN(c4ccccc4F)CSC3=C2C#N)cc1OC (centres undefined)	0.3	0	0	4	-3	2	5	-4	-13	0
COc1ccc(C(Cl)=C(C=O)c2ccc(OC)c(OC)c2)cc1OC	-0.7	-17	3	1	1	0	5	0	-2	-19
CN(CC(=O)N1CCc2ccccc21)S(=O)(=O)c1cccc2cccnc12	-0.8	1	-5	10	0	-2	3	3	4	-3
CCOC(=O)c1c(N)sn(-c2ccccc2C)c1=S	-0.8	1	-5	4	-1	2	-1	-8	9	2
COc1cc(OC)cc(C(=O)NNC(=O)c2nn(C)c(=O)c3ccccc23)c1	0.1	2	2	6	1	-8	-12	19	0	-3
Cc1cc(F)ccc1S(=O)(=O)N1CCCOC1CNC(=O)C(=O)NCc1ccncc1 (centres undefined)	0.7	4	2	-2	1	0	5	6	-7	-1
COc1ccccc1-c1sc2ccccc2c1C#CC1(O)CCCCC1	-2.8	-10	2	-20	0	3	7	21	-8	-19
COc1ccc(/C=N/N=C2/NC(=O)C(CC(=O)O)S2)cc1OS(=O)(=O)c1ccccc1 (centres undefined)	-1.6	-7	-10	-2	-2	-2	-11	-1	-4	-9
COc1ccc2oc(=O)c(-c3nc4ccccc4o3)cc2c1	-6.5	-312	6	0	-8	-6	5	11	5	-375
O=C(c1ccccc1)N1CCN(Cc2cccc(Oc3ccccc3)c2)CC1	-0.1	3	0	-7	-3	-4	-1	-7	-3	0
Cc1cc(C)n2nc(SCC(=O)N(C(C)C)C(C)C)nc2n1	-0.3	0	0	1	1	-4	7	2	4	2
COc1ccc2c(c1)C(SCC(=O)NCCc1ccc(Cl)cc1)CC(C)(C)O2 (centres undefined)	0.1	2	-3	-19	0	7	2	2	-3	1
Cc1ccc(C(=O)OCC(=O)c2c[nH]c3ccccc23)cc1S(=O)(=O)N1CCOCC1	-0.5	-1	-2	-23	2	-2	-2	6	-1	-3
CCN1CCC2(CC1)N=C(c1ccc(F)cc1)C(=S)N2C(=O)c1ccc(C)cc1	-0.4	2	4	6	-1	-2	-4	-2	-3	4
CCCCC(CC)C1OCC(C[N+]2(C)CCOCC2)O1 (centres undefined)	0.6	-1	0	14	3	8	-4	0	8	0
CCOC(=O)c1cnc(-c2ccccc2)nc1Oc1ccccc1	-0.2	0	-4	1	2	3	-2	8	1	-4
Cc1c(CCOC(=O)CC23CC4CC(CC(C4)C2)C3)sc[n+]1Cc1ccccc1	0.4	3	-3	11	0	2	0	5	-9	2
N#CCc1nc2ccccc2c(=O)[nH]1	0.4	-33	-1	-9	-3	1	-10	-4	-3	-50
CSC1=NCCCN1C(=O)c1c(-c2ccccc2Cl)noc1C	0.5	1	-1	22*	2	3	-2	15	-10	-2
COC(=O)c1cnc(NNS(=O)(=O)c2ccc(Cl)cc2)nc1C(F)(F)F	-0.4	4	-2	18	2	-6	9	2	3	-3
Cc1ccc(-c2nnn(CC(=O)N(c3ccc(F)cc3)C(C(=O)NC3CCCC3)c3ccncc3)n2)o1 (centres undefined)	0.2	8	-7	9	6	-6	7	11	1	6
COc1ccc(C(N)c2csc(NC(=O)Nc3ccccc3C(C)(C)C)n2)cc1 (centres undefined)	-0.2	3	-5	12	2	-1	-10	9	-2	1
